Screening data deposited in PubChem BioAssay by several laboratories.
M1 agonist: M1 muscarinic receptor agonists, primary screen, CHO-M1 cells, Fluo-4 calcium, agonist mode; Fluo-4 calcium fluorescence; hits give high values; B-score at 10 µM; 64,000 tested, 3% active; AID 626, 2007;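 active = fluorescence rise, raw or as B-score row- and column-corrected plate score, outside the 99.7% band of its plate's samples, either direction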
Autofluor 339: intrinsic fluorescence of library compounds, ex339/em460 – biochemical, MLSMR library, data from DPM-DC assay, artefact control, profiling panel | compound autofluorescence, ex339/em460 nm, NADH buffer; hits give high values; 1 = no-compound wells, NADH background | fluorescence fold increase at 10 µM | 65,000 tested, 5.5% active | AID 709, 2007;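 active = at 10 µM, mean starting fluorescence two-fold or more over control wells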;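 note: signal is the first read of a kinetic run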
NADH enzymes: inhibitors of PK/LDH coupling enzymes, profiling panel, artefact control, biochemical, MLSMR library | coupled PK/LDH NADH assays, four targets | IC50, µM (titrated, usually from 10 µM), for inactives: at the highest dose inhibition | 65,000 tested, 0.02% active | AID 774, 2007;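 active = single-dose screening hits from any of four coupled enzyme assays that gave an IC50 when retested across doses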;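 note: the DPM-DC format reads NADH fluorescence rather than 340 nm absorbance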
RORA act: activators of orphan receptor RORA, primary screen, cell-based, luminescence; activation, % at 10 µM; 65,000 tested, 1.5% active; AID 560, 2006; CHO-K1 Gal4-RORA LBD luciferase reporter; percent increase over mock-subtracted basal signal; Nuclear receptor ROR-alpha (Homo sapiens), P35398;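 active = activation above the mean of all tested compounds plus 3 SD, cut at about 49% in these data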;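 note: 0% = DMSO-treated RORA cells and 100% = added signal equal to DMSO minus mock-transfected cells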
M1 antag: antagonists of rat M1 muscarinic receptor; B-score at 10 µM; 64,000 tested, 3.4% active; CHO-M1 cells, Fluo-4 calcium, ACh EC80 antagonist mode; hits give low values;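 active = calcium fluorescence response, raw or row-and-column corrected B-score, differing from the plate sample mean either way at a set confidence level, mostly lower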
Target sequence (P08482 whole entry, looked up): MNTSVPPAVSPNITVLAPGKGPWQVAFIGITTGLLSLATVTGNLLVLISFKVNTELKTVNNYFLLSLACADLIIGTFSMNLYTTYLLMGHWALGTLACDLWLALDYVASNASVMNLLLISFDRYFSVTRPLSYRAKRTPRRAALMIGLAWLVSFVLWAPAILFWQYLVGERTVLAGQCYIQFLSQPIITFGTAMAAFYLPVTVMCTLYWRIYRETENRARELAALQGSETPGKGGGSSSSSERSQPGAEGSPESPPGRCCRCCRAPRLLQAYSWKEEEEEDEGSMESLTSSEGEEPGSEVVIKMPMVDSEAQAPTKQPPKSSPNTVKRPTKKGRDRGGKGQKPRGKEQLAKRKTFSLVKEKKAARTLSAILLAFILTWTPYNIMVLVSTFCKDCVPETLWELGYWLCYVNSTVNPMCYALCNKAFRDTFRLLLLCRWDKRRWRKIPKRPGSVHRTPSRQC
TNAP act mid DEA: human TNAP enzyme activators, primary screen, biochemical, luminescent, intermediate phosphate acceptor level | 64,000 tested, under 10 active | AID 813, 2007 | activation factor at 20 µM | purified TNAP, CDP-star luminescence, 100 mM DEA, 30 min; hits give high values; scale: 0 levamisole-inhibited, 1 vehicle-only enzyme | Alkaline phosphatase, tissue-nonspecific isozyme (Homo sapiens), P05186;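 active = activation factor of at least 2 at 20 µM, relative to controls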
Target sequence (P05186 whole entry, looked up): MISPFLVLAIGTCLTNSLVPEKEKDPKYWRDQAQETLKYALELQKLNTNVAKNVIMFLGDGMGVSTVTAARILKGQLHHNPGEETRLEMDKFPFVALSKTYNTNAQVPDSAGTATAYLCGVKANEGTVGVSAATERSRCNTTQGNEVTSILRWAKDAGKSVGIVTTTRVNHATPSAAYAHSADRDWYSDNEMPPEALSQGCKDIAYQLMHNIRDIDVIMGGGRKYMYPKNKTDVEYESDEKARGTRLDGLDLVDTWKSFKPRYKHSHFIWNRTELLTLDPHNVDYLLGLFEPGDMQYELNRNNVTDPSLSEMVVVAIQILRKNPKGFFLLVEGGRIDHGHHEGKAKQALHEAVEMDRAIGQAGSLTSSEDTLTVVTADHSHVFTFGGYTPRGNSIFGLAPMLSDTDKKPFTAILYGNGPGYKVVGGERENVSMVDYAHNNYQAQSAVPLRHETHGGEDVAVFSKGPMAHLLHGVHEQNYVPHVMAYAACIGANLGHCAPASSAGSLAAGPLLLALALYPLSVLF
Ec RNAP inh: E. coli RNAP inhibitors, biochemical. E. coli RNA polymerase, fluorescence transcription assay. inhibition, %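 (tested at 10 µM)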. DNA-directed RNA polymerase subunit beta (Escherichia coli (strain K12)), P0A8V2. 62,000 tested, 0.2% active; in the data active = inhibition above about 20%;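 note: 0% = enzyme without compound and 100% = no enzyme blank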
tolC growth inh: growth inhibitors of E. coli tolC mutant, primary screen, strain BW25113 ΔtolC::kan, 384-well | 65,000 tested, 2.2% active | AID 573, 2007 | growth inhibition, % at 10 µM (by protocol) | OD615;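 active = growth inhibition at or above a cutoff equal to the mean over every tested compound plus 3 SD, cut at about 60% in these data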;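 note: growth measured after 20 h incubation at 37 °C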
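Test system: E. coli BW25113 ΔtolC::kan bacteria; incubation: 37 °C, 20 h exposure; medium: LB broth supplemented with 50 µg/mL kanamycin; read-out basis: percent growth inhibition; signal: A615 absorbance measurement; compound: 10 µM final, single dose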
SF1 activator: activators of human SF-1, primary screen, cell-based, CHO-K1, Gal4-SF-1 LBD, luciferase luminescence; Steroidogenic factor 1 (Homo sapiens), Q13285; CHO-K1 Gal4-SF-1 LBD luciferase reporter; % increase over DMSO SF-1-specific signal; activation, % at 10 µM; 65,000 tested, 1.9% active;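 active = activation above the mean activation of all tested compounds plus 3 SD, cut at about 50% in these data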
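Compound – one dose, 10 µM compound, 1% DMSO · Test system – transient Gal4-SF-1 LBD reporter, CHO-K1 · Input – 4,000 cells in each well · Read-out basis – percent activation relative to DMSO median and mock-transfected background · Replicates – single measurement per compound · Technique – steady-glow luciferase luminescence, read after 15 min reagent incubation · Timing – 20 h compound treatment, 37 °C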
The depositor's hits bear a star; nt = no result given; [ ] = another dose, or the depositor's remark. No enrichment for hits. About 15% of those tested had a hit in this group.

SMILES	M1 agonist	Autofluor 339	NADH enzymes	RORA act	M1 antag	TNAP act mid DEA	Ec RNAP inh	tolC growth inh	SF1 activator
Cc1nc2ccccc2c(=O)n1CCCO	0.71	1.1	0%	-2	1.7	0.9	1	-16	-1
O=C(CSc1nnc(Cc2ccccc2)o1)NCc1ccco1	-0.11	1.1	2%	-4	-0.066	0.9	7	-6	12
CCCOc1ccc(C2c3c(oc4cc(C)c(C)cc4c3=O)C(=O)N2CCCN2CCOCC2)cc1 (stereo not drawn)	-0.094	1.1	2%	-5	-2.1	1	3	35	-6
CCCC(=O)c1c(C)c2ccccc2n1C	-0.43	1.1	0%	-19	-0.95	0.9	nt	6	-28
CC(CN(C)Cc1ccccc1)OC(=O)c1cccs1 (stereo not drawn)	-0.013	0.99	6%	-10	-0.76	0.9	8	-13	-5
CC(C)Cn1c(N)c(S(=O)(=O)c2cccs2)c2nc3ccccc3nc21	1.4	3.9*	9%[fluoresces]	-19	-0.28	0.8	7	6	5
CCCCCOc1ccc(/C=c2\sc3ncnn3c2=O)cc1	-0.8	1.1	4%	-6	-0.72	0.9	4	-28	-16
COC(=O)c1cccc(C(=O)Oc2cccc(Br)c2)n1	-0.037	1.1	8%	-25	-0.054	0.9	4	-22	-18
COCCn1c(SCc2ccc(C(=O)OC)o2)nc2cc(Cl)ccc2c1=O	0.64	1.1	6%	-2	-0.38	0.9	3	40	4
COC(=O)c1cc(S(=O)(=O)N2CCOCC2)c(N2CCOCC2)cc1N1CCOCC1	-0.8	1.1	1%	-7	0.13	0.9	10	6	-4
Cn1c(-c2ccccc2)c(CCO)c2ccccc21	0.81	1.4	2%	4	-1.4	0.9	7	18	0
COc1ccc(S(=O)(=O)Cc2ccc(C(=O)NCc3ccco3)o2)cc1	-0.56	1.1	5%	15	-0.26	1	-8	-2	21
CCn1c(SCC(=O)Nc2cc(C)on2)nnc1-c1cccs1	0.36	1.1	5%	-19	-0.2	0.9	4	-11	5
CC(C)n1nnnc1C(c1ccc(F)cc1)N1CCN(C2CCCC2)CC1 (stereo not drawn)	0.38	1.1	11%	-8	-0.022	0.8	10	-20	-1
CCC1SC2=NCN(c3ccccc3)CN2C1=O (stereo not drawn)	-1.1	1.1	9%	2	-1.4	0.9	8	-22	0
Cc1cc(C)n(-c2nc3c(c(=O)[nH]c(=O)n3C)n2Cc2ccc(F)cc2)n1	0.42	1	2%	-2	-1.8	0.9	2	9	4
COc1ccc(C(=O)N2CCN(C(=O)Cc3ccccc3)CC2)cc1OC	-0.56	1.1	4%	-23	-3.7*	1	-1	-3	3
COc1cccc(/C=c2\sc3nc(-c4cccs4)nn3c2=O)c1OC	-0.43	1.4	0%	13	-0.28	1	5	15	-7
Cc1nc(C)c(NC(=O)N2CCc3ccccc32)cc1NC(=O)N1CCc2ccccc21	0.031	1.1	6%	-14	0.25	1	-2	-2	-7
Cc1cc(C)nc(SC(C)C(=O)Nc2ccc(S(N)(=O)=O)cc2)n1 (stereo not drawn)	-0.2	1.1	3%	-10	-0.51	1	-10	10	-17
CCCOc1ccc(S(=O)(=O)n2cc(Br)c(=O)[nH]c2=O)cc1	0.11	1.1	4%	50*	1	0.9	-4	28	22
Cc1nc(CSc2nnc3scc(-c4ccc(Cl)cc4)n23)cs1	-0.049	1.1	6%	-12	-0.28	1	8	11	-6
CCOC(=O)N1CCC(N2CC34C=CC(O3)C(C(=O)Nc3ccc(C)cc3)C4C2=O)CC1 (stereo not drawn)	-0.81	1.1	7%	-22	0.38	1	2	-7	4
CCOC(=O)c1sc2nc3n(c(=O)c2c1C)CCCCC3	0.07	1	7%	37	-0.25	0.9	11	24	14
Cc1cc(C(=O)N2CCOCC2)n(-c2ccccc2)n1	-0.13	1.1	1%	-4	1.2	1	-1	2	0
COc1ccccc1N1CCSC1C(N)=O (stereo not drawn)	-0.59	1.1	3%	-6	-1.3	1	2	-19	-18
O=C(Nc1ccccc1)c1cnc2n(c1=O)CCS2	-1.4	0.98	2%	37	-0.69	0.8	11	-4	30
CCOC(=O)C1=C(C)Nc2nc(SC)nn2C1c1ccc(C(=O)OC)cc1 (stereo not drawn)	0.44	1.2	3%	-12	-0.14	1	-3	-12	-5
Cn1cccc1C(=O)NC(=O)CSc1nc2ccccc2s1	-0.0028	1	6%	-28	0.29	0.9	5	5	0
O=C1CC(c2ccc3c(c2)OCO3)CN1 (stereo not drawn)	-0.034	1.1	11%	-12	-0.29	0.8	6	-20	6
O=S(=O)(c1cccc(C(F)(F)F)c1)N1CCN(c2nnnn2-c2ccccc2)CC1	-0.54	1	7%	-22	0.17	0.8	9	-21	-3
COCc1cc(=O)n2[nH]c(-c3ccccc3)cc2n1	-0.35	2.1*	3%[fluoresces]	22	0.28	0.9	2	-13	30
COc1cc2c(C(=O)Nc3ccc4c(c3)OCO4)cn(CC(C)C)c(=O)c2cc1OC	0.92	1.1	3%	30	-0.019	0.9	12	-8	46
COc1ccc(C2(C(F)(F)F)NC(=O)N(C)C(=O)N2C)cc1 (stereo not drawn)	-1.1	1.1	4%	30	-0.45	0.9	9	-3	-14
COc1cccc(-n2c(SC)nnc2-c2cnccn2)c1	0.68	1	8%	-1	-3*	0.8	4	-15	-8
CC(C)NC(=O)c1ccccc1-c1nc(-c2ccccc2Cl)no1	-0.59	1.8	6%	-20	0.49	0.9	6	6	3
CCOC(=O)c1cccc(NC(=O)C2CCC(CNc3c(N4CCOCC4)c(=O)c3=O)CC2)c1 (stereo not drawn)	-0.11	1	6%	20	-1.4	1	8	-16	-3
CC1CCN(C(=O)CN(CCc2ccccc2)S(C)(=O)=O)CC1	2.4	1.1	5%	-11	-0.16	0.9	8	-20	-14
COc1ccc(C(c2sc3nc(C)nn3c2O)N2CC(C)OC(C)C2)cc1OC (stereo not drawn)	2.4	1.1	2%	-19	0.39	0.9	2	-10	4
Cc1cc(C(=O)NCCCN2CCCC2=O)cs1	-1.2	1.1	1%	19	-0.56	1	5	-10	-6

Brought forward from above: two entries, followed by the next part.
SMILES	M1 agonist	Autofluor 339	NADH enzymes	RORA act	M1 antag	TNAP act mid DEA	Ec RNAP inh	tolC growth inh	SF1 activator
COc1ccc(C(c2sc3nc(C)nn3c2O)N2CC(C)OC(C)C2)cc1OC (stereo not drawn)	2.4	1.1	2%	-19	0.39	0.9	2	-10	4
Cc1cc(C(=O)NCCCN2CCCC2=O)cs1	-1.2	1.1	1%	19	-0.56	1	5	-10	-6
O=C(Cn1cc2c(n1)CCCC2)NCCCN1CCN(C2CCCCC2)CC1	0.59	1.1	2%	2	-0.035	1	14	-21	0
C=C(C)CN1CCN(c2c(CCC#N)c(C)c(C#N)c3nc4ccccc4n23)CC1	5.7*	1.6	6%	4	0.065	1	2	0	-35
CC1CCN(Cc2nc(-c3ccccc3)no2)CC1	-0.32	1.1	8%	19	1.3	0.9	9	-8	51*
CCOC(=O)C1C2C=CC3(CN(CCc4ccccc4)C(=O)C13)O2 (stereo not drawn)	0.5	1.1	1%	-15	1.2	nt	nt	-5	3
O=C(Nc1nncs1)c1ccc(N2C(=O)C3C4C=CC(C4)C3C2=O)cc1 (stereo not drawn)	0.23	1.1	4%	16	1.4	1	-1	-7	38
CC1CN(C(=O)CSc2nnc(-c3ccc(Cl)cc3)n2C)CC(C)O1 (stereo not drawn)	0.56	1	3%	2	0.36	0.9	6	-13	7
CCCC(=O)Nc1ccc(C(=O)n2nnc3ccccc32)cc1	-1.5	1.1	4%	-4	0.16	1	4	-13	3
CCOC(=O)N1CCN(c2nc(C(F)(F)F)nc3c(C)cc(C)cc23)CC1	-0.16	1.2	7%	-1	0.19	0.9	4	-14	21
C/C(N)=C(/C#N)C(=O)COC(=O)c1ccncc1	-0.84	1	6%	9	0.58	1	9	-5	-5
Cc1ccc(-c2cc(C(F)(F)F)n3ncc(C(=O)N4CCN(C)CC4)c3n2)cc1	0.38	1.7	6%	-7	0.54	0.9	4	-1	-2
Cc1ccc(-c2nc3ccccc3o2)cc1NC(=O)c1ccc2c(c1)OCO2	-0.093	1.8	6%	21	-0.57	1	-1	-11	17
COC(=O)NCC(c1cccnc1)N1CCN(c2ccccc2)CC1 (stereo not drawn)	0.42	1.1	2%	-5	-0.098	0.9	5	-10	8
CC(C)Nc1oc(Cc2cccc3ccccc23)nc1C#N	-1.2	1.1	3%	-10	-0.78	0.9	2	18	-13
Cc1c(C(=O)OCCOC(C)C)[nH]c2c1C(=O)CC(C)(C)C2	-0.056	1.1	4%	20	0.043	1.1	4	-8	-8
Cc1cc(Nc2ccccc2)n(CCOC(=O)COc2ccccc2)n1	0.35	1.1	6%	2	0.49	1	1	-6	4
CC(C)C(=O)Nc1ccc2c(c1)C(=O)N(CCC(=O)O)C2=O	0.44	2.3*	2%[fluoresces]	-3	-0.062	0.9	-5	-14	1
Cc1c(N(C(=O)c2cc(=O)[nH]c3ccccc23)C(C)C)c(=O)n(-c2ccccc2)n1C	-0.26	1.1	2%	-8	0.19	1	-3	-4	-6

Another view of part of the listing above:
structure | M1 agonist | Autofluor 339 | NADH enzymes | RORA act | M1 antag | TNAP act mid DEA | Ec RNAP inh | tolC growth inh | SF1 activator
Cc1nc2ccccc2c(=O)n1CCCO | 0.71 | 1.1 | 0% | -2 | 1.7 | 0.9 | 1 | -16 | -1
O=C(CSc1nnc(Cc2ccccc2)o1)NCc1ccco1 | -0.11 | 1.1 | 2% | -4 | -0.066 | 0.9 | 7 | -6 | 12
CCCOc1ccc(C2c3c(oc4cc(C)c(C)cc4c3=O)C(=O)N2CCCN2CCOCC2)cc1 (stereo not drawn) | -0.094 | 1.1 | 2% | -5 | -2.1 | 1 | 3 | 35 | -6
CCCC(=O)c1c(C)c2ccccc2n1C | -0.43 | 1.1 | 0% | -19 | -0.95 | 0.9 | nt | 6 | -28
CC(CN(C)Cc1ccccc1)OC(=O)c1cccs1 (stereo not drawn) | -0.013 | 0.99 | 6% | -10 | -0.76 | 0.9 | 8 | -13 | -5
CC(C)Cn1c(N)c(S(=O)(=O)c2cccs2)c2nc3ccccc3nc21 | 1.4 | 3.9* | 9%[fluoresces] | -19 | -0.28 | 0.8 | 7 | 6 | 5
CCCCCOc1ccc(/C=c2\sc3ncnn3c2=O)cc1 | -0.8 | 1.1 | 4% | -6 | -0.72 | 0.9 | 4 | -28 | -16
COC(=O)c1cccc(C(=O)Oc2cccc(Br)c2)n1 | -0.037 | 1.1 | 8% | -25 | -0.054 | 0.9 | 4 | -22 | -18
COCCn1c(SCc2ccc(C(=O)OC)o2)nc2cc(Cl)ccc2c1=O | 0.64 | 1.1 | 6% | -2 | -0.38 | 0.9 | 3 | 40 | 4
COC(=O)c1cc(S(=O)(=O)N2CCOCC2)c(N2CCOCC2)cc1N1CCOCC1 | -0.8 | 1.1 | 1% | -7 | 0.13 | 0.9 | 10 | 6 | -4
Cn1c(-c2ccccc2)c(CCO)c2ccccc21 | 0.81 | 1.4 | 2% | 4 | -1.4 | 0.9 | 7 | 18 | 0
